697 NFkB inh – inhibitors of the PMA/ionomycin-induced NF-kB reporter in 697 B cells; 697 B-cell NF-kB luciferase reporter, 16 h; inhibition, % at 4 µM; actives 0.33% (n = 330,000); in the data active = inhibition above about 35%
tim23-1 inh – growth inhibitors of tim23-1 mutant yeast. S. cerevisiae tim23-1 growth, BacTiter-Glo luminescence, 24 h. inhibition, % at 20 µM. actives 1.3% (n = 330,000). AID 463212;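 active = growth inhibition of the mutant yeast at or above 50%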;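 also: temperature-sensitive mutant grown at 25 °C; plate controls were DMSO-treated mutant yeast for no effect and medium wells lacking yeast for full effect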
UPR CHOP act – apoptotic UPR (CHOP) activation; CHO-CHOP luciferase reporter, luminescence; percent of tunicamycin response over DMSO baseline; activation, % at 10 µM; actives 0.34% (n = 330,000);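 active = at 10 µM dose, activation of 40% or more, normalized to positive control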;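 also: 100% = tunicamycin at 10 µg/mL and 0% = DMSO alone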
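Dosing – one dose, 10 µM in 0.5% DMSO · System – CHO-CHOP cells, stable luciferase reporter of PERK-eIF2a-CHOP signalling · Input – 500 cells/well · Control set – tunicamycin 10 µg/mL final as positive, DMSO-only wells as negative · Timing – 6 h compound treatment, 37 °C · Measure – % activation vs tunicamycin · Technique – luminescence read with Steady-Glo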
APJ agonist – agonists of human APJ apelin receptor. P35414. CHO-K1 APJ PathHunter beta-arrestin, luminescence; 0% DMSO wells, 100% apelin. activation, % at 20 µM. actives 0.11% (n = 330,000). AID 2520;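 active = activation more than six SD over the plate average, tested at 20 µM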;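 also: 0% = DMSO alone and 100% = apelin-13 at 10 nM; some results filed as inactive read as strong as hits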
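Assay system: engineered CHO-K1 APJ arrestin reporter cells; Amount: 1000 CHO-K1 reporter cells seeded per well; Dosing: one dose, 20 µM compound, 1% DMSO; Times: compound stimulation 90 min at 25 °C, detection 60 min; Measured by: luminescent beta-gal fragment complementation, chemiluminescent substrate; Read-out: APJ–arrestin association signal; Controls: DMSO vs Apelin-13 10 nM.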
Jurkat NFkB inh – inhibitors of the PMA/ionomycin-induced NF-kB reporter in Jurkat cells | PMA/ionomycin-induced NF-kB luciferase reporter, luminescence | inhibition, % at 4 µM | actives 0.53% (n = 330,000); in the data active = inhibition above about 50%
UPR XBP1 act – activators of adaptive arm of unfolded protein response (XBP1); actives 0.33% (n = 330,000); AID 463104; activation, % at 20 µM; CHO-XBP1 luciferase reporter, IRE1-XBP1 UPR activation, luminescence; percent of tunicamycin response, DMSO as zero;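 active = versus positive control, 20 µM dose yields 30% or more activation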;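 also: 100% = tunicamycin at 10 µg/mL and 0% = DMSO only wells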
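Material: CHO cell line with stable XBP1 luciferase reporter; schedule: 16-18 h cell attachment at 37 °C, then 6 h compound exposure; signal: glow luminescence from Steady-Glo reagent; medium: serum-containing F12 medium, 10% FBS; benchmarks: tunicamycin 10 µg/mL and vehicle-only wells; read-out: percent activation relative to tunicamycin reference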
APJ antagonist – antagonists of human APJ apelin receptor. CHO-K1 APJ beta-arrestin complementation, luminescence. inhibition, % at 20 µM. P35414. actives 0.32% (n = 330,000);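 active = inhibition above about 40% at 20 µM, limit read from the data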;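 also: cells challenged with 10 nM apelin-13 agonist together with compound; plate controls were apelin-13 plus DMSO wells for no effect and DMSO wells lacking apelin-13 for full effect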
Mdm2-MdmX inh – human Mdm2/MdmX binding inhibition. inhibition, % at 8 µM. AID 485346. actives 3% (n = 330,000). SaOS-2 split-luciferase Mdm2/MdmX complementation, luminescence;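 active = inhibition of at least 50% at 8 µM in the primary screen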
Target sequence (O15151 whole entry, looked up): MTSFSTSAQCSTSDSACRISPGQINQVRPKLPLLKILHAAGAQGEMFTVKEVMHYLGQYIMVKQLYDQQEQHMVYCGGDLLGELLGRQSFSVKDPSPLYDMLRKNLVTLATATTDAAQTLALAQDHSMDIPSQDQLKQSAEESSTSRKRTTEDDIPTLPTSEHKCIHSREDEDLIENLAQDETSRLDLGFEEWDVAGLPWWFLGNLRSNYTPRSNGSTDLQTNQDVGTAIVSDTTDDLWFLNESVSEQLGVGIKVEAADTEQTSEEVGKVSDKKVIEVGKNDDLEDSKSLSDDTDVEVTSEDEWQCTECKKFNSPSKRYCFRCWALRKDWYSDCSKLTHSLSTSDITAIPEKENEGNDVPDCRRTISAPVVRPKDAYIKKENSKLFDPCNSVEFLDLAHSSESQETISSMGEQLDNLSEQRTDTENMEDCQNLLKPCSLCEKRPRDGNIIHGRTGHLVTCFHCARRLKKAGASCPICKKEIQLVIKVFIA
Target sequence (Q00987 whole entry, looked up): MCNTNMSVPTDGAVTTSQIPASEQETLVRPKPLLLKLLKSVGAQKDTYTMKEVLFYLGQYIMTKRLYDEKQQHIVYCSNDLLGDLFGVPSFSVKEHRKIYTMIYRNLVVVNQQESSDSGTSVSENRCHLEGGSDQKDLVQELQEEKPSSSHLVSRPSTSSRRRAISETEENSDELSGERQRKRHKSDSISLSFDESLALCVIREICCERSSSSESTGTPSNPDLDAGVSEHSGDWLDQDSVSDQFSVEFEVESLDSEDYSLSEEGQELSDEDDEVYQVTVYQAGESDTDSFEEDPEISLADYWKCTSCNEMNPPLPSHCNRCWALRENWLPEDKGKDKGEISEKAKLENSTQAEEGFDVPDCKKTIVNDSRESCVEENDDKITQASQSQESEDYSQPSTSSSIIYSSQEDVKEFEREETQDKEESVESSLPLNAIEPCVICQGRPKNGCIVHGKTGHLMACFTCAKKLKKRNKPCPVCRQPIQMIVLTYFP
Starred values were filed as active, the others as inactive. Rows were taken by chance (roughly 5% active in at least one column).

SMILES	697 NFkB inh	tim23-1 inh	UPR CHOP act	APJ agonist	Jurkat NFkB inh	UPR XBP1 act	APJ antagonist	Mdm2-MdmX inh
C[C@@H]1NC(=O)N[C@@H]1CCCCCC(=O)O	23.9	6.6	-3.0	0.5	6.4	-1.7	12.6	18.5
c1ccc(C2[C@H]3CN(Cc4cccnc4)[C@H](c4ccccc4)C34CC2(c2ccccc2)C4)cc1 (some centres not stated)	23.7	26.0	3.8	4.5	13.8	-3.1	-78.6	41.5
CCOC(=O)C(C(=O)OCC)C(C)(C)/C(C)=N\Nc1ccc([N+](=O)[O-])cc1[N+](=O)[O-]	-1.0	-13.4	-0.9	9.4	-0.7	0.3	-43.1	28.2
Cc1nn(-c2ccccc2)c(-c2ccccc2)c1C(=O)O	17.3	-2.7	-2.4	-1.7	-0.6	-0.9	7.4	15.6
CCCCNc1nc(N)ncc1[N+](=O)[O-]	2.5	4.4	-0.1	-1.7	3.7	5.0	14.2	15.7
Cc1noc(C)c1NC(=O)N(C)C[C@H]1Oc2c(NC(=O)Nc3ccccc3)cccc2C(=O)N([C@H](C)CO)C[C@@H]1C	-2.3	1.8	0.4	-2.3	2.2	-2.3	6.0	10.6
Cc1cc(OCC(=O)Nc2cccc(S(=O)(=O)N3CCCCC3)c2)ccc1Cl	11.3	29.4	0.8	-2.1	-3.3	-4.0	-0.6	-12.5
CCCCc1ccc(-c2ccc(C)cc2O)nc1	-317.4	0.5	-0.7	-0.8	-150.5	-2.7	4.4	-230.7
O=C(/C=C/c1cccc([N+](=O)[O-])c1)NC1CC2CCC1C2 (configuration not stated)	-2.0	28.1	4.2	2.7	-15.5	-0.8	-6.3	8.8
O=S(=O)(c1ccc2oc(=S)[nH]c2c1)N1CCCCC1	8.1	-10.3	0.5	-3.4	6.8	-3.2	-11.8	5.4
Cc1cc(C(=O)Nc2ccc(F)cc2F)on1	14.9	-8.6	1.7	-1.9	6.3	2.3	15.8	16.2
CC(C)(C)c1nnc(NC(=O)C2CC(=O)N(CCc3ccc(F)cc3)C2)s1 (configuration not stated)	16.1	2.2	-1.0	-3.9	11.0	-1.7	2.2	14.7
COc1ccc(N2CCN(C(C)C(=O)N3CC(C)OC(C)C3)CC2)cc1 (configuration not stated)	23.0	12.2	1.1	4.9	-5.6	-0.2	-8.5	0.4
CC(C)C(=O)Nc1ccc(NC(=O)c2cccnc2)cn1	13.4	6.4	1.8	-1.6	1.8	0.2	10.1	6.8
COc1cccc(C2NC(=O)NC(C)=C2C(=O)OCCSC)c1OC (configuration not stated)	-11.0	-10.7	-0.2	-4.8	3.7	-1.8	7.2	9.0
COC(=O)[C@H](CC(C)C)NC(=O)Nc1ccc(F)cc1	-19.8	13.1	1.5	-0.6	-8.6	-0.7	-8.4	-12.5
Cc1c(NC(=O)CSc2nnnn2Cc2ccccc2)c(=O)n(-c2ccccc2)n1C	-14.7	24.6	0.1	2.6	3.8	-1.5	6.0	-16.0
CCN(CC)S(=O)(=O)c1ccc2c(c1)NC(=O)C1CCCN21 (configuration not stated)	7.6	5.3	0.8	-1.2	1.0	-8.8	8.2	-3.5
COc1ccccc1CNC(=O)CSCc1cnn(-c2ccccc2)c1-n1cccc1	-40.8	16.6	0.3	-2.5	-25.1	-4.1	-1.8	8.2
CCc1cc(Cn2nc(C(=O)O)cc2-c2ccccc2)on1	6.1	-3.6	0.5	-1.4	9.6	-1.7	13.7	16.7
CN1/C(=C\C(=S)NC(=O)c2ccccc2Cl)C(C)(C)c2ccccc21	-22.6	49.7	4.4	-5.2	19.6	0.9	9.1	-5.3
CC(=O)Nc1ccc(C(=O)COC(=O)CCS(=O)(=O)c2ccccc2)cc1	-18.6	5.1	0.2	-7.6	4.0	2.3	27.4	10.9
COc1ccc(CCNC(=O)CSc2ccsc2[N+](=O)[O-])cc1OC	2.7	8.5	-2.1	-1.2	-0.9	-2.4	13.4	5.4
Cc1ccc(-n2c(SCC(=O)NCc3ccco3)nc3c([nH]c4ccccc43)c2=O)cc1	-3.7	6.5	2.0	-3.9	-5.6	4.2	14.7	-5.6
O=C(C1CCN(S(=O)(=O)c2cnc[nH]2)CC1)N1CCN(Cc2ccc3c(c2)OCO3)CC1	-9.5	8.8	0.4	-0.1	-12.6	1.2	16.2	8.3

Two compounds from above, showing only APJ agonist, Mdm2-MdmX inh and 697 NFkB inh:
mol	APJ agonist	Mdm2-MdmX inh	697 NFkB inh
CCc1cc(Cn2nc(C(=O)O)cc2-c2ccccc2)on1	-1.4	16.7	6.1
CN1/C(=C\C(=S)NC(=O)c2ccccc2Cl)C(C)(C)c2ccccc21	-5.2	-5.3	-22.6

(list continues)
SMILES	697 NFkB inh	tim23-1 inh	UPR CHOP act	APJ agonist	Jurkat NFkB inh	UPR XBP1 act	APJ antagonist	Mdm2-MdmX inh
CSCCC(NC(C)=O)C(=O)OCC(=O)N(c1ccccc1)c1ccccc1 (configuration not stated)	5.0	15.4	-0.3	0.5	9.4	-3.4	-9.7	9.6
C(#Cc1ccccc1)C[N+]1(CC#Cc2ccccc2)CCCC1	-27.3	-8.1	0.2	-3.8	8.7	1.0	2.2	16.4
CCN(CC)CCN(C(=O)c1ccc2ccccc2c1)c1nc2cc3c(cc2s1)OCO3	3.0	17.5	0.1	-4.9	-11.4	-3.6	13.6	18.6
Cc1cc(C(=O)N/N=C/c2ccc[nH]2)n[nH]1	8.0	9.7	3.1	-1.6	4.0	6.3	-8.9	5.4
CCS(=O)(=O)n1nc(-c2ccccc2)cc1N	-17.1	1.9	0.2	-2.6	4.9	1.1	-35.8	17.6
COCCNC(=O)C1CCN(S(=O)(=O)c2c(C)noc2/C=C/c2cccs2)CC1	5.1	8.2	-2.0	-3.6	1.6	0.0	-0.3	-2.1
CCOC(=O)c1ccc(N=C2S/C(=C\c3cc(C)n(-c4cccnc4)c3C)C(=O)N2C)cc1	-5.4	9.5	-1.9	-4.0	17.6	-2.6	9.5	66.3*
O=C(COc1ccc(S(=O)(=O)N2CCOCC2)cc1Cl)NCc1ccccn1	6.6	17.5	1.1	-4.3	6.6	-2.9	1.4	-4.5
O=C(O)c1ccccc1-c1ncc(-c2ccccc2)o1	-3.1	5.3	1.9	-6.1	14.4	-0.3	11.9	17.5
O=C1c2ccccc2C(=O)N1Cc1cc(Cl)c(O)c([N+](=O)[O-])c1	-16.4	30.1	0.0	-4.7	4.4	-0.1	19.6	11.0
CCC(=O)N/C(=N\OCc1ccc(F)cc1)c1nonc1NC(=O)CC	10.2	-6.6	-0.4	-5.6	6.9	3.2	13.4	32.3
Cc1ccc(S(=O)(=O)N2[C@@H](c3ccc4c(c3)OCO4)C(C(=O)O)=C[C@H]2CC2CCCC2)cc1	-1.6	24.1	1.9	-3.7	4.7	-1.3	-2.9	14.2
N/C(=N\N=C\c1ccc(O)c(O)c1)c1nonc1N	-57.2	19.4	5.7	-1.9	-30.8	4.2	-12.2	-39.1
COc1ccc2c(-c3cccnc3)cc(=O)[nH]c2c1	13.7	7.5	-0.1	6.7	3.3	-1.5	2.4	-15.3
CCOC(=O)c1cnc(N2CCOCC2)[nH]c1=O	11.4	-12.9	-1.2	-3.6	12.4	1.8	16.8	-22.7
C=CCc1cc(/C=N/n2cnnc2)cc(OCC)c1O	-11.0	0.0	0.9	-3.3	-24.0	1.0	3.6	6.1
O=S1(=O)CCS(=O)(=O)C1c1ccccc1	30.2	10.2	0.0	-3.1	17.1	-1.8	25.3	36.7
O=C(CN1C(=O)NC2(CCCCCCC2)C1=O)NC1CCCc2ccccc21 (configuration not stated)	-12.8	-4.5	-1.9	-3.0	-8.3	-1.4	-0.5	-14.3
CC(C)(C)c1ccccc1N=Cc1ccc2ccccc2n1	-4.0	0.3	1.9	-1.2	4.7	-1.2	-5.6	17.8
Cc1cc(=O)oc2cc(OC(=O)c3cncc(Br)c3)ccc12	5.9	-36.0	-0.6	-4.3	-3.3	4.6	-4.4	-4.8
O=C1c2ccccc2NC(c2cccc(F)c2)N1Cc1ccco1 (configuration not stated)	-9.2	4.4	1.1	-4.6	-14.0	-1.0	7.6	16.8
CC(=O)NS(=O)(=O)c1cccnc1Nc1cccc(Cl)c1C	12.6	2.3	-0.6	-4.3	2.7	-5.2	18.2	16.2
Cc1cccc(Nc2cc(=O)[nH]c(=O)[nH]2)c1	-25.3	-0.1	1.0	-3.2	-7.0	-2.0	-18.5	5.4
Cc1ccc(CN2CCN(C(=O)C3CCCO3)CC2)cc1 (configuration not stated)	9.4	32.2	-0.3	-0.8	1.0	1.6	17.4	-29.8
CCSCCOC(=O)C1=C(C)NC(=O)NC1c1cccc(OC)c1OC (configuration not stated)	2.4	12.8	0.7	-3.8	2.8	-2.8	16.8	16.9

Three compounds out of the list, ordered by number of heavy atoms, falling.
SMILES	697 NFkB inh	tim23-1 inh	UPR CHOP act	APJ agonist	Jurkat NFkB inh	UPR XBP1 act	APJ antagonist	Mdm2-MdmX inh
Cc1ccc(S(=O)(=O)N2[C@@H](c3ccc4c(c3)OCO4)C(C(=O)O)=C[C@H]2CC2CCCC2)cc1	-1.6	24.1	1.9	-3.7	4.7	-1.3	-2.9	14.2
O=C1c2ccccc2C(=O)N1Cc1cc(Cl)c(O)c([N+](=O)[O-])c1	-16.4	30.1	0.0	-4.7	4.4	-0.1	19.6	11.0
CCOC(=O)c1cnc(N2CCOCC2)[nH]c1=O	11.4	-12.9	-1.2	-3.6	12.4	1.8	16.8	-22.7

Next part
SMILES	697 NFkB inh	tim23-1 inh	UPR CHOP act	APJ agonist	Jurkat NFkB inh	UPR XBP1 act	APJ antagonist	Mdm2-MdmX inh
COC(=O)c1ccc(NC(=O)CSc2ccccn2)cc1	11.4	13.7	2.0	-1.9	-1.0	7.3	3.8	13.2
CCN(c1cccc(C)c1)S(=O)(=O)c1cc2c3c(c1)CCN3C(=O)CC2	-3.6	3.4	-0.8	-3.8	-4.7	-1.6	-31.2	21.9
N#Cc1sc2nccc(Nc3ccccc3)c2c1N	-18.5	20.8	-1.3	3.2	32.8	-4.8	-8.7	92.4*
CCOC(=O)c1cnc(Nc2nc3ccccc3o2)nc1CSc1ncccn1	-25.8	3.5	-0.6	-6.1	-29.0	1.8	38.4	18.4
CSc1nc2c(c(=O)[nH]1)CCCC2	-2.9	5.3	-2.1	-3.7	-15.1	-1.3	3.7	-6.6
Clc1ccc(SCCOCCN2CCCCC2)cc1	-3.4	-13.6	0.1	-3.1	-10.9	-1.1	5.0	10.1
CCc1cc2c(SCC(=O)N(C)C3CCS(=O)(=O)C3)ncnc2s1 (configuration not stated)	9.2	2.0	-2.1	-4.9	7.1	-3.1	6.6	-13.6
CCOc1ccc(-c2nn(-c3ccccc3)cc2/C=C2\SC(=S)N(Cc3ccco3)C2=O)cc1	-8.5	5.9	1.6	3.6	10.1	0.0	2.1	-15.2
COc1ccc(Cl)cc1NCCC(O)c1ccc(F)cc1 (configuration not stated)	-12.9	17.8	-0.3	-2.4	-23.4	0.2	-12.0	-3.2
C[C@]12CC[C@@H]3c4ccc(O)cc4CC[C@H]3[C@@H]1C[C@@H](O)[C@@H]2O[C@@H]1O[C@H](C(=O)O)[C@@H](O)[C@H](O)[C@H]1O	12.8	-9.5	-3.4	-4.7	-10.5	-8.0	-1.8	21.0
Nn1c(SCC(=O)Nc2cccc(F)c2)nnc1C1CCCCC1	6.2	-6.1	-2.2	-3.2	4.4	-2.8	20.2	-18.9
CC(C)c1c(C(=O)N/N=C/c2cccc3ccccc23)nnn1-c1nonc1N	-12.3	47.7	0.6	5.2	19.2	-2.2	8.5	45.6
